NPSR antagonist: neuropeptide S receptor (human) antagonism, cAMP; CHO-NPSR cells, cAMP TR-FRET, antagonist mode; Potency, µM (top dose mostly 38.3 µM), inactives show top-dose activity change, negative = inhibition, actives largely listed as inhibitors; 1% of 220,000 active; AID 1461; note: potency is the fitted concentration of half-maximal effect; % is set by controls: 0 for no effect and ±100 for the full control effect; nearly all actives have a fitted effect of over 50% in size; many of its hits are not listed in these tables
Epigenetic reg: derepresses silenced GFP reporter in murine cells; murine LDR cells, GFP reporter derepression, 30 h; Potency, µM (titrated, usually from 53.9 µM), for the others: top-dose GFP activation, usual class: activators; 0.2% of 280,000 active; AID 1865; note: potency is the fitted concentration of half-maximal effect; % of control where 0% means no effect; nearly all actives have a fitted effect of over 60% in size
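Murine LDR cells carrying a silenced, genomically integrated CMV-driven GFP reporter were exposed to compound for 30 hours at 37 C. After PBS washes, GFP-positive cells (20–120 um objects) were counted by laser-scanning microplate cytometry.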
CBFb-RUNX1 inh: inhibitors of human CBF-beta and RUNX1 interaction | AlphaScreen CBFb-His/RUNX1-biotin binding, biochemical | 230,000 tested, under 10 active | Potency, µM (top dose mostly 59.8 µM), without a hit: at the highest dose activity, negative = inhibition, actives largely listed as inhibitors | Q01196+Q13951; note: % of control where 0% means no effect
Target sequence (Q01196 whole entry, looked up): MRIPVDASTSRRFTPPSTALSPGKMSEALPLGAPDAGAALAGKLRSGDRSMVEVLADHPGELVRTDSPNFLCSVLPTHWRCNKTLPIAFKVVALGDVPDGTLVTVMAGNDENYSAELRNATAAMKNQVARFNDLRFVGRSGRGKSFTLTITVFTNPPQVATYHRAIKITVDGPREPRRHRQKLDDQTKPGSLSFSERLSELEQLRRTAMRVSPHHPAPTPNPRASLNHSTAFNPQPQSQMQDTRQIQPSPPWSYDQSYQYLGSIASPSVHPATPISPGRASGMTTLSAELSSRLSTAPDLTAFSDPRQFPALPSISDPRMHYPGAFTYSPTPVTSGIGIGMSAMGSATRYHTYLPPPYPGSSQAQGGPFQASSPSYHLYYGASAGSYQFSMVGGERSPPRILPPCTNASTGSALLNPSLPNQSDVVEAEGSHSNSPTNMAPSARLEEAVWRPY
Target sequence (Q13951 whole entry, looked up): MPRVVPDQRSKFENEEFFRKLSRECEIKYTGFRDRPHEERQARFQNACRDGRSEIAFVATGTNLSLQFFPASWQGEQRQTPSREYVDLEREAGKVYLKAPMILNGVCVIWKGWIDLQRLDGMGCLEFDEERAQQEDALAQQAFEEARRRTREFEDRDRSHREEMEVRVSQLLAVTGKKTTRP
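Inhibition was taken as any reduction in AlphaScreen signal from the CBF-beta–RUNX1 pair (His and biotin tags, 30 nM each), measured after compound (15 min) and bead (90 min) incubations at room temperature.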
Tau fibril FP: tau fibrillization inhibition (FP) | 0.39% of 280,000 active | K18 P301L tau heparin fibrillization, Alexa594 FP, 6 h | P10636 | Potency, µM (top dose mostly 57.7 µM), inactives show top-dose activity, negative = inhibition, most hits filed as inhibitors; note: potency is the fitted concentration of half-maximal effect; % is set by controls: 0 for no effect and ±100 for the full control effect; nearly all actives have a fitted effect of over 55% in size
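Human tau K18 […] P301L fragment, 15 uM unlabeled plus 0.24 uM Alexa 594-labeled tau (final), with compound and 20 uM heparin in 100 mM sodium acetate pH 7; 6 hr at 37 C, then Alexa 594 FP read.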
Tau fluor counter: counter-screen for tau fibril formation inhibitors; tau K18 P301L Alexa594 fluorescence, heparin fibrillization; Potency, µM (highest dose often 57.7 µM), without a hit: at the top dose activity change, negative = decrease; 0.93% of 280,000 active; AID 1463; note: potency is the fitted concentration of half-maximal effect; % is set by controls: 0 for no effect and ±100 for the full control effect; nearly all actives have a fitted effect of over 55% in size
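Human tau K18 P301L (15 uM unlabeled, 0.24 uM Alexa 594-labeled) in 100 mM sodium acetate pH 7 with 20 uM heparin, 6 hr at 37 C. ThT 30 uM added, 1 hr ambient; Alexa 594 FP and total fluorescence read at 555/632 nm.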
aGal spleen mod: inhibits or activates alpha-galactosidase in human spleen homogenate | human spleen homogenate, 4MU-alpha-Gal fluorescence, 40 min | 0.008% of 240,000 active | Potency, µM (series often up to 80 µM), without a hit: top-dose activity change, negative = inhibition, hits mostly inhibitors;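 note: potency is the fitted concentration of half-maximal effect; 0% = enzyme with vehicle and -100% = no enzyme basal signal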
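qHTS titration in buffer at pH 5.0. Alpha-galactosidase activity in spleen homogenate was measured via 4-methylumbelliferone release from 1 mM fluorogenic substrate after 40 min at 37C and a pH 10 stop. AC50 came from Hill fits of control-normalized data.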
TexasRed fluor: counter-screen for TRb-SRC2 inhibitors: fluorescence interference. TRb/SRC2 Texas Red total fluorescence interference. Potency, µM (top dose mostly 106 µM), for inactives: top-dose fluorescence change, negative = quenching. 0.29% of 280,000 active. AID 1479; active = well fitted curve in either direction with a large enough effect; inconclusive = small, poorly fitted or top-dose-only effect; note: potency is the fitted concentration of half-maximal effect; % is set by controls: 0 for no effect and ±100 for the full control effect
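Flags fluorescent or light-absorbing compounds by total fluorescence, S + 2P, at 555 nm excitation and 632 nm emission. Mixture: 20 nM Texas Red SRC2 peptide, 0.6 uM human TRb LBD, 1 uM T3, 5% DMSO; compound exposure 5 h at ambient temperature.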
TRb SRC2 PPI: disrupts binding of human TR beta to SRC2; P10828; TRbeta-SRC2 peptide binding, fluorescence polarization; receptor liganded with 1 µM T3; Potency, µM (series often up to 106 µM), inactives show at the top dose activity change, negative = inhibition, actives largely listed as inhibitors; 0.065% of 280,000 active;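 note: potency is the fitted concentration of half-maximal effect; plate controls were bound peptide for no effect and peptide without receptor for full effect; nearly all actives have a fitted effect of over 50% in size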
Target sequence (P10828 whole entry, looked up): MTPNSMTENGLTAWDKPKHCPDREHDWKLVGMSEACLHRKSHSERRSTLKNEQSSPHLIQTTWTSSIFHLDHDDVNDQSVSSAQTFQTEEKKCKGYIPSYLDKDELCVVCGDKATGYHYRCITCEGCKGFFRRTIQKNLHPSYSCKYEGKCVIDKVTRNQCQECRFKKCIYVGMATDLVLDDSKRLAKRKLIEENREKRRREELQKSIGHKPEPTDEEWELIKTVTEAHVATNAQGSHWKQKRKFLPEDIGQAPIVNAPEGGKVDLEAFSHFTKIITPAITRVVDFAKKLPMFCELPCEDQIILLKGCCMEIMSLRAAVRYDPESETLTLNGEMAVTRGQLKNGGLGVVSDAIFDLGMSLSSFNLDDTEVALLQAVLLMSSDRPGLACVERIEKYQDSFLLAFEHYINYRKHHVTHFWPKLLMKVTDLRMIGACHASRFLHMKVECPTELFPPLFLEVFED
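Human TRb LBD (0.6 uM) plus Texas Red-labeled SRC2 peptide (20 nM), 1uM T3, 5% DMSO, 5 hr at ambient temperature. Decreased polarization (555/632 nm) flags inhibition; data normalized to free and bound peptide controls.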
Numbers without * were called inactive; ? = inconclusive; . = not tested or not shown; & = joins results of further samples; [ ] = dose if it differs, or a comment. Unless noted, calls come from the whole dose curve; as a rule, active = well fitted curve in the direction sought with a large enough effect; inconclusive = small, poorly fitted or top-dose-only effect, or another doubt; inactive = no such curve, though single readings can be large; an effect the other way counts as inactive or inconclusive.

entry	SMILES	NPSR antagonist	Epigenetic reg	CBFb-RUNX1 inh	Tau fibril FP	Tau fluor counter	aGal spleen mod	TexasRed fluor	TRb SRC2 PPI
1	CNC(=O)N1CCN(C(=O)NC)CC1	-6%[46.1 µM]	2.1%	6%	0%	1%	10%	-3%	-6%
2	C/C(Cc1ccccc1)=N\NC(=O)CNC(=O)COc1cccc(C)c1	-9%	2.1%	1%	?	-9%	0%	-3%	-1%
3	COc1ccc(C(=O)N2C(=O)c3ccc(N)cc3C2=O)cc1	0%	-1.9%	9%	-4%	6%	3%	0%	4%
4	CC1(C)CC(=O)C2=C(C1)Nc1ccccc1[S@]2=O	17%	-1.0%	6%	-4%	-3%	7%	-2%	1%
5	Cc1nc2nc[nH]n2c(=O)c1CCOC(=O)c1c(F)cccc1F	16%	-5.7%	1%	3%	1%	1%	-1%	4%
6	Cc1noc(C)c1COC(=O)c1ccccc1NC(=O)c1ccco1	-33%	-1.7%	18%	-2%	-11%	-4%	-2%	5%
7	NC(=O)C1(c2ccccc2)CCCN1C(=O)c1ccccc1Br (stereo not given)	5%	0.2%	3%	8%	6%	12%	-3%	-9%
8	Cc1ccc(NC(=O)C2CC(=O)OC23CCOC(C)(C)C3)cc1 (stereo not given)	-9%[46.1 µM]	0.8%	4%	-4%	-5%	4%	1%	-2%
9	Cc1cc(C)c2ccc(=S)[nH]c2n1	21%	2.1%	-14%	0%	3%	4%	-3%	-3%
10	CC(C)OCC1Cn2c(nc3c2c(=O)n(C)c(=O)n3C)O1 (stereo not given)	-11%	0.0%	4%	5%	5%	3%	0%	0%
11	Cc1cccc(/C=N/NC(=O)C(C)Nc2cccc3ccccc23)n1 (stereo not given)	-20%[46.1 µM]	0.7%	-25%	4%	?	-21%	-8%	1%
12	COc1ccc(CCNC(=O)CC2SC(=NCCc3ccccc3)NC2=O)cc1 (stereo not given)	0%	-1.1%	0%	2%	-3%	7%	-21%	5%
13	CCOc1ccccc1NC(=O)CN1C(=O)CC(c2ccco2)Sc2ccccc21 (stereo not given)	.	2.7%	.	5%	-15%	.	1%	1%
14	O=C(c1nc2ccccn2c1CN1CCN(c2ccccc2O)CC1)N1CCCC1	1%	-2.9%	0%	-3%	-11%	2%	-1%	-4%
15	O=C(COc1ccccc1)Nc1nnc(-c2ccc(Cl)s2)o1	-6%[46.1 µM]	-1.0%	?	-9%	-9%	1%	0%	-6%
16	Cc1c(C(=O)O)oc2c1C(O)CCC2 (stereo not given)	-2%[46.1 µM]	-0.2%	1%	-1%	-10%	-3%	1%	4%
17	CCCc1ccc(Oc2cn[nH]c2-c2ccc(O)c(C)c2O)cc1	10µM*	0.0%	-5%	-6%	14µM*[quencher]	0%	-4%	-4%
18	O=S(=O)(c1ccccc1)N1C2CCC1CC(O)(c1cccnc1)C2 (stereo not given)	1%[46.1 µM]	-1.0%	13%	-10%	-14%	-20%	-2%	-2%
19	S=C(S)OC1CC2CC1C1CCCC21 (stereo not given)	-7%[46.1 µM]	5.9%&2.9%	?	0%&7%	-22%&-15%	10%&2%	-5%&-1%	-8%&-8%
20	CCN(CC)S(=O)(=O)c1ccc2c(c1)c(=O)c(C(=O)N1CCN(c3cccc(Cl)c3)CC1)cn2C	.	1.6%	.	8%	-15%	.	0%	-2%
21	O=C(COc1ccc(F)cc1)NN1C(=O)CSC1=S	6%	0.6%	-18%	0%	-7%	-4%	0%	4%
22	COc1ccc(CCn2c(-c3ccncc3)n[nH]c2=S)cc1OC	-5%	0.9%	-8%	-4%	4%	-6%	0%	-1%
23	Cc1ccc2c(c1)NC(=O)C(CC(=O)NCCCN1CCc3ccccc3C1)O2 (stereo not given)	-7%[46.1 µM]	-1.0%	-2%	-8%	-11%	4%	0%	-3%
24	COc1ccc(CNC(=O)C2CCN(S(=O)(=O)c3c(C)noc3/C=C/c3cccs3)CC2)cc1	.	?	.	?	-21%	.	1%	-8%
25	O=C(Cc1cccs1)NCCCc1ccccc1	-4%	0.0%	2%	6%[2.34 µM]	13%[2.34 µM]	3%	-2%	-5%
26	O=C(COc1ccc(Br)cc1)Nc1ccc(C(=O)OC2CCCCC2)cc1	.	0.0%	.	-13%	-2%	.	8%	-7%
27	O=C(CCSCc1ccccc1F)N1CCN(c2ccccn2)CC1	-11%[46.1 µM]	0.9%	4%	-1%	-7%	?	0%	1%
28	O=C(NCC1(c2ccccc2)CCCC1)c1ccccc1	0%	1.0%	7%	5%	-1%	0%	1%	-3%
29	O=C(Nc1cccc(O)c1)c1cc(-c2ccco2)on1	-17%[46.1 µM]	-6.1%	4%	-6%	-22%	1%	0%	5%
30	Cc1ccc2cc3cc(C(=O)N4CCN(c5ccccc5)CC4)oc3nc2c1	.	0.8%	.	-9%	-14%	.	-7%	-1%
31	COc1ccc(C2=NOC(C(=O)Nc3ccc(C)cc3)C2)cc1OC (stereo not given)	-7%[46.1 µM]	-1.5%	-3%	-1%	-14%	13%	1%	-6%
32	CCOC(=O)/C(=N\Nc1ccc(Br)cc1)N1CCN(c2ccccc2OC)CC1	-22%	1.0%	5%	-4%	?	1%	-3%	-1%
33	CC1=NN(c2nc(-c3ccc(C)cc3)cs2)C(=O)C1N=Nc1ccc2ccccc2c1 (stereo not given)	0%[46.1 µM]	-3.4%	-2%	-9%	-23%	-4%	-2%	5%
34	Cc1cc(C)n(C(=O)c2cc3c(s2)CCCC3)n1	0%[46.1 µM]	-2.5%	14%	-2%	-6%	6%	0%	-15%
35	N#Cc1c(-c2ccco2)cc(-c2ccccn2)nc1N	2%[46.1 µM]	-1.0%	?	-6%	-28%	?	-8%	-3%
36	O=C(OCC#CCSc1nnc(-c2ccncc2)o1)c1sc2ccccc2c1Cl	-5%[46.1 µM]	2.1%	-4%	7%	-21%	4%	-1%	0%
37	CCc1cc(/C(Cc2csc(C)n2)=N/O)c(O)cc1O	-19%[46.1 µM]	-1.0%	2%	7%	-27%	1%	-2%	-15%
38	CN(C(=O)CSc1nc2ccccc2n1CCc1ccccc1)C1CCS(=O)(=O)C1 (stereo not given)	-8%[46.1 µM]	1.0%	1%	1%	-14%	-3%	3%	-1%
39	CCCOC(=O)c1c(NC(=O)CCCn2nc([N+](=O)[O-])c(Cl)c2C)sc(C(=O)OC)c1C	2%	0.0%	6%	2%	?	0%	0%	-1%
40	COc1cc(Cl)c(C)cc1NC(=O)CNC(=O)Cn1cnc2ccccc2c1=O	-9%[46.1 µM]	-2.2%	-2%	1%	-3%	3%	0%	13%

Entries shown so far containing an aryl thioether with sulfur outside any ring, in the order listed:
entry	SMILES	NPSR antagonist	Epigenetic reg	CBFb-RUNX1 inh	Tau fibril FP	Tau fluor counter	aGal spleen mod	TexasRed fluor	TRb SRC2 PPI
36	O=C(OCC#CCSc1nnc(-c2ccncc2)o1)c1sc2ccccc2c1Cl	-5%[46.1 µM]	2.1%	-4%	7%	-21%	4%	-1%	0%
38	CN(C(=O)CSc1nc2ccccc2n1CCc1ccccc1)C1CCS(=O)(=O)C1 (stereo not given)	-8%[46.1 µM]	1.0%	1%	1%	-14%	-3%	3%	-1%

Carrying on:
entry	SMILES	NPSR antagonist	Epigenetic reg	CBFb-RUNX1 inh	Tau fibril FP	Tau fluor counter	aGal spleen mod	TexasRed fluor	TRb SRC2 PPI
41	COc1cc2cc(Oc3ccc4ccc(=O)oc4c3)c(=O)oc2cc1O	-9%	1.6%&-3.1%	5%[21.7 µM]	?	-7%&-13%	4%&-10%	-3%&-3%	0%&-5%
42	Cc1cccnc1NC(=O)C1CCN(S(=O)(=O)c2cccs2)CC1	7%[46.1 µM]	-0.3%	0%	-11%	1%	5%	-2%	1%
43	COc1ccccc1CNC(=O)Cn1c(=O)oc2cc(S(=O)(=O)N3CCC(C)CC3)ccc21	.	13%	.	2%	-23%	.	0%	4%
44	COc1ccc(S(=O)(=O)n2nc(-c3ccco3)nc2NCc2ccc(N(C)C)cc2)cc1	.	-3.2%	.	?	?	.	?	-1%
45	O=C(O)CNC(=O)C12CC3CC(CC(Cl)(C3)C1)C2	12%	-4.1%	3%	-3%	-4%	0%	-2%	-9%
46	COc1ccc(CNC(=O)C2CC(c3cccc(OC)c3)=NO2)cc1 (stereo not given)	7%[46.1 µM]	2.4%	2%	-3%	-4%	8%	-1%	-20%
47	CCn1c(O)c(/C=N/n2cnnc2)sc1=S	-11%[46.1 µM]	5.2%	-12%	-9%	-5%	0%	4%	11%
48	Cc1cccc(C)c1NC(=O)N1CCCC1C(=O)Nc1ccc(-n2cnnn2)cc1 (stereo not given)	5%	1.0%	2%	1%	-3%	-3%	0%	6%
49	CCCCNC(=O)CSc1nc2nc(C)c(Cc3c(F)cccc3Cl)c(C)n2n1	.	2.7%	.	4%	-3%	.	-2%	0%
50	O=C(Nc1cccc(C(=O)O)c1)/C(=C/c1ccc2c(c1)OCO2)NC(=O)c1cccc(Br)c1	-11%	-1.0%	-5%	-5%	-10%	1%	0%	10%
51	O=C(O)c1ccc(-n2c(=O)c3ccccc3c3ccccc3c2=O)cc1	?	-2.6%	2%	4%	-5%	-9%	0%[53 µM]	-4%[53 µM]
52	CCCCCn1c(-c2ccco2)nc2nc3ccccc3nc21	-28%[46.1 µM]	-3.4%	21%	8%	-5%	?	-4%	-2%
53	Cc1nn(Cc2ccccc2)c(C)c1NC(=O)CCC(=O)O	21%[46.1 µM]	4.8%	3%	3%	3%	0%	0%	4%
54	COC(=O)c1c(C)[nH]c(C(=O)/C=C/c2ccc(Cl)cc2)c1C	-8%[46.1 µM]	1.3%	-5%	-9%	-18%	-12%	-17%	2%
55	OC(CNCc1ccc2c(c1)OCO2)COc1ccc(F)cc1 (stereo not given)	7%	-1.9%	8%	-1%	-11%	9%	-2%	3%
56	O=C(Nc1ccccc1O)c1ccccc1O	-17%[46.1 µM]	6.8%	4%	7%	-11%	-19%	-1%	-15%
57	CC1CC(C)CN(CCC(=O)Nc2cccc(Cl)c2)C1 (stereo not given)	-8%[46.1 µM]	0.0%	7%	3%	-3%	6%	3%	-12%
58	COc1cc(C(=O)N/N=C(\C)Cn2nc([N+](=O)[O-])cc2C)ccc1O	18%	-1.9%	3%	6%	2%	1%	-4%	4%

Not all compounds are listed (hit frequency here may not be typical).
